Bioassay records deposited in PubChem BioAssay by several laboratories.
P. falciparum M17LAP: P. falciparum M17LAP inhibitors, primary screen, biochemical, fluorogenic H-Leu-NHMec substrate, 1536-well (AID 1619); hit rate 0.38% among 220,000; recombinant M17LAP, H-Leu-NHMec fluorogenic kinetic assay; higher % means a stronger effect; inhibition, % at 30 µM; hits with a dose series show IC50 in µM;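 active = compound inhibiting the enzyme by more than half at any dose during confirmatory dose-response retesting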;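 note: plate controls were full reaction with DMSO carrier for no effect and no enzyme background for full effect; strong numbers were not always called active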
P. falciparum M1AAP: P. falciparum M1AAP inhibitors, biochemical, fluorogenic H-Leu-NHMec substrate, 1536-well (AID 1445) | recombinant M1AAP, H-Leu-NHMec fluorogenic kinetic assay; higher % means a stronger effect | inhibition, % at 30 µM, or IC50 in µM where a hit was titrated | hit rate 0.42% among 220,000;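 active = primary inhibition above the hit cutoff, then over 50% inhibition at one or more dose response concentrations, cut at about 23% in these data, passing the limit was not always enough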;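 note: plate controls were DMSO full reaction for no effect and no enzyme background for full effect; strong numbers were not always called active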
MT stabilize HCS: stabilizes microtubules in HeLa cells | HeLa tubulin immunostaining HCS, 24 h; share of cells brighter than vehicle mean+2SD | AID 2205 | % tubulin-high responders, % at 10 µM | hit rate 0.83% among 200,000;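 active = plate Z-score above 3 for both tubulin-high and condensed-nucleus cell shares, with cell loss under 80%, at 10 µM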;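 note: anti alpha tubulin signal scored within the nucleus-defined area of each cell; some results filed as inactive read as strong as hits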
Dynein transport: blocks dynein driven cargo transport along microtubules; 3617.4 mouse cells, GR-EGFP nuclear translocation imaging; test concentration mostly 20 µM; stimulated with dexamethasone, 1 µM; active compounds read low; z-score, hits read low; hit rate 0.47% among 220,000; AID 1381;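 active = plate z-score of nuclear minus cytoplasmic receptor signal below a set negative limit, without overly bright fluorescence or cell loss, cut at about -3.5 in these data, passing the limit was not always enough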;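 note: z-score of nuclear minus cytoplasmic ring GR-EGFP intensity difference per well; some compounds called inactive have numbers as strong as hits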
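Also added: dexamethasone, 1.0 µM final. Medium: tet-free, stripped-serum medium. Detection: fixed, Hoechst-stained cells imaged at 10x for EGFP. Read-out: nuclear-to-cytoplasmic GR-EGFP distribution per well. Times: induction 48 h, compound 1 h, agonist 30 min.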
ER stress rescue: protection against thapsigargin-triggered cell killing – 384-well, CSM14.1, ATP luminescence, primary screen (AID 1222). CSM14.1 thapsigargin-induced death rescue, ATP luminescence; higher % means a stronger effect. 190,000 tested, under 10 active. one-dose cellular ATP content (survival), % at 20 µM; EC50 in µM for titrated hits;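 active = EC50 below 50 µM in the dose-response confirmation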;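 note: death triggered by thapsigargin at about 15 µM added after 2 h compound pretreatment; cell ATP read after overnight thapsigargin exposure of roughly 18 to 22 hours; normalized against plate controls of thapsigargin alone and 5% DMSO vehicle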
bCat nuc transl: alters nuclear translocation of beta-catenin in HeLa cells. immunofluorescence imaging. nuclear translocation activity, % at 5 µM. hit rate 0.3% among 190,000. AID 1665;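 active = nuclear translocation activity above 50% at 5 µM, with a well cell count of 50 or more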;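 note: per-cell ratio of nuclear to cytoplasmic median beta-catenin stain intensity; plate controls were DMSO negative control for no effect and GSK-3 inhibitor IX positive control for full effect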
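Read-out: Nuclear/cytoplasmic beta-catenin signal ratio, % activation | Assay system: Human HeLa cell line | Times: 24 h compound exposure at 37°C, 5% CO2 | Signal: Fluorescence imaging of beta-catenin antibody stain plus DAPI | Dosing: 5 µM primary, 0.02–20 µM confirmation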
K1F lysis inhibition: protection from phage-mediated lysis, alamar blue read-out – E. coli UTI89, K1F phage, bacterial capsule biogenesis inhibitors (AID 488966); one-dose inhibition, % at 100 µM; IC50 in µM for titrated hits; E. coli UTI89 K1F phage lysis, alamar blue, 2 h; higher % means a stronger effect; hit rate 0.02% among 340,000;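 active = phage lysis inhibition, versus mean bacterial control, above a set limit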;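 note: capsule biogenesis inhibitors block K1F phage lysis so surviving cells raise fluorescence; higher fluorescence means more inhibition of phage lysis; actives were called in the ten point dose series up to 300 µM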
Ins promoter up: MIN6 insulin promoter up-regulation; MIN6 insulin promoter-GFP reporter, high-content imaging; active compounds read high; z-score at 5 µM; hit rate 0.3% among 190,000;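 active = z-score above 3 at 5 µM with at least 500 cells counted in the well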
Autophagy HCS: alters autophagy in cells. calls only at 10 µM (by protocol). MEF GFP-LC3 puncta imaging; test concentration mostly 10 µM. hit rate 0.98% among 190,000;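 active = percentage of spot-positive cells more than 3 SD above its plate mean, without a fluorescence outlier flag or 80% toxicity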;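 note: spot-positive cell cutoff set from DMSO-treated cells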
Dynein transport cytoplasmic EGFP: also measured in Dynein transport; calls as there; z-score; measured here: cytoplasmic GR-EGFP intensity; active compounds read high
Dynein transport nuclear GR-EGFP: second read-out of Dynein transport, no call of its own (marks repeat the call); z-score; measured here: nuclear GR-EGFP intensity;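 lower value marks the stronger effect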
Dynein transport cell count: recorded beside Dynein transport, whose call it bears; z-score; measured here: cell count per field
Ins promoter up cell count: second read-out of Ins promoter up, no call of its own (marks repeat the call); cell count; measured here: cytotoxicity, nuclei count;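 total cells summed across four imaged fields per well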
bCat nuc transl cell count 5 µM: recorded beside bCat nuc transl, whose call it bears; cell count; measured here: cell count, cytotoxicity flag
MT stabilize HCS Hoechst-high %: also measured in MT stabilize HCS; calls as there; % Hoechst-high responders; measured here: nuclear condensation Hoechst responders;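 share of cells brighter than vehicle mean plus two SD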
MT stabilize HCS cytotoxicity %: further read-out of MT stabilize HCS, marked with its call; toxicity, %; measured here: cytotoxicity by cell density;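 0% = mean cell density of plate MIN control wells and 100% = no cells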
Autophagy HCS cell loss 18 h: second read-out of Autophagy HCS, no call of its own (marks repeat the call); toxicity, %; measured here: cell loss, nuclei count;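 cell loss after 18 h compound exposure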
* marks the source's active call; other numbers are inactive results; i = inactive; x = no result given; [ ] = another dose, or the depositor's remark.

Results follow in this order: P. falciparum M17LAP | P. falciparum M1AAP | MT stabilize HCS | MT stabilize HCS Hoechst-high % | MT stabilize HCS cytotoxicity % | Dynein transport | Dynein transport cytoplasmic EGFP | Dynein transport nuclear GR-EGFP | Dynein transport cell count | ER stress rescue | bCat nuc transl | bCat nuc transl cell count 5 µM | K1F lysis inhibition | Ins promoter up | Ins promoter up cell count | Autophagy HCS | Autophagy HCS cell loss 18 h
> Cc1nnc(SCC(=O)N2N=C(c3ccc(Cl)cc3)CC2c2ccco2)[nH]c1=O (stereo unspecified)
    12% | 17% | 3.3 | 2.9 | 14 | -0.18 | -0.14 | 0.048 | 0.34 | -0.3% | -0.5 | 1147 | -5.2% | 0.24 | 1086 | i | 3
> CC(c1nccs1)N(C)c1nc2nonc2nc1N(C)C (stereo unspecified)
    11% | 5% | 2.5 | 1.8 | 9.4 | -0.6 | -0.26 | -0.25 | 0.86 | 0.3% | 0.8 | 1545 | 0.6% | -0.3 | 1458 | i | 2
> COc1ccc(/C=N/NC(=O)CCN2CCN(c3ccccc3)CC2)c(OC)c1OC
    -1% | 2% | 1.6 | 2.6 | 11 | -0.25 | -0.16 | -0.35 | -0.051 | -1.5% | -3.2 | 1159 | 1.0%[50 µM] | 0.11 | 1639 | i | -1
> CCCOC(=O)c1ccc(NC(=O)/C=C/c2cccs2)cc1
    1% | 6% | 3.2 | 3.1 | 2.7 | 0.71 | -0.33 | -0.04 | 0.2 | 0.6% | 4.4 | 553 | 0.2% | 0.47 | 1307 | i | 15
> CCCC(=O)Nc1ccc(-c2csc(NNC(C)=O)n2)cc1
    1% | 2% | x | x | x | 0.51 | -0.23 | 0.71 | -0.024 | x | 0.3 | 1324 | 0.0% | 1.1 | 987 | x | x
> CCCc1nc(SCC(=O)NCc2ccco2)c2c(=O)n(C)c(=O)n(C)c2n1
    -5% | -1% | 8.7 | 8.4 | 16 | -0.47 | -0.18 | -0.22 | 0.4 | -2.6% | 0.7 | 1042 | 0.3% | -0.26 | 1926 | x | x
> CCOC(=O)N1CCN(C(=O)/C(=C/c2ccccc2OC)NC(=O)c2ccccc2)CC1
    15% | 2% | 1.8 | 1.3 | 7.5 | -0.53 | -0.2 | -0.57 | 0.31 | -1.3% | -1.9 | 1091 | 2.7% | 0.16 | 2002 | i | -11
> COC(=O)C1=C(C)NC(C)=C(C(=O)OC)C1c1ccc(-c2cccc(Cl)c2Cl)o1
    6% | 2% | 3.7 | 1.3 | 7.2 | 0.8 | 0.15 | 0.77 | -1.8 | 1.7% | -1.4 | 1105 | -1.2%[50 µM] | 0.58 | 1403 | i | 11
> O=C(Nc1ccccc1)c1ccncc1
    -10% | 12% | 1.6 | 1.1 | 1.4 | 0.28 | -0.27 | 0.2 | -0.016 | 0.5% | -1.2 | 1154 | -0.1% | 0.1 | 1889 | i | -14
> COc1cccc(-n2nc3c(=S)[nH]nc(C)c3c2C)c1
    -4% | 4% | 3.0 | 1.4 | 5.8 | -1.2 | -0.2 | -0.67 | 0.45 | -1.4% | -0.6 | 1392 | 0.7% | -0.84 | 1476 | i | -9
> CC(NC(=O)COc1ccc([N+](=O)[O-])cc1)c1ccccc1 (stereo unspecified)
    -2% | 6% | 2.5 | 2.1 | 11 | -0.92 | 0.96 | -0.28 | 0.82 | 0.1% | -1.4 | 876 | 0.1% | 0.23 | 1615 | i | 8
> CCOC(=O)c1cc2sccc2n1CC(=O)N1CCCc2ccccc21
    -10% | -3% | 2.1 | 1.3 | 8.5 | -0.47 | -0.18 | -0.16 | 1.4 | -5.0% | 0.0 | 1201 | 3.1% | 0.24 | 1330 | i | 16
> O=C(N1CCN(CCO)CC1)N1c2ccccc2C=Cc2ccccc21
    9% | 8% | 5.0 | 4.2 | 11 | 1.5 | -0.26 | 0.78 | -1 | 1.2% | -3.4 | 892 | 0.2% | 0.34 | 1512 | i | -1
> Cc1cccc(N(C)S(=O)(=O)c2cccc3nsnc23)c1
    7% | 6% | 5.3 | 2.7 | 5.5 | 0.57 | -0.079 | 0.96 | -0.64 | 0.0% | -0.5 | 1070 | 0.3% | -0.26 | 1256 | i | 1
> Cc1ccc(CN2C(=O)CCC2C(=O)NCCN(CC(C)C)CC(C)C)cc1 (stereo unspecified)
    -4% | 4% | 3.3 | 3.6 | 6.4 | -0.19 | -0.1 | -0.079 | 0.42 | -1.3% | -0.8 | 1022 | -0.1% | 0.73 | 1897 | i | 14
> Clc1ccc(C(c2ccccc2)N2CCNCC2)cc1 (stereo unspecified)
    -6% | -4% | 1.8 | 1.2 | 5.0 | -0.23 | 0.42 | 0.14 | 0.25 | -3.2% | x | x | 15% | -1.8 | 601 | i | 25
> CCNC(=O)CC1S/C(=N/N=C(\C)c2ccccc2)NC1=O (stereo unspecified)
    0% | 6% | 2.7 | 4.8 | 8.9 | 0.42 | -0.25 | 0.47 | 0.11 | -0.8% | 0.5 | 1524 | 0.2% | 0.17 | 1462 | i | 13
> Cc1cc(NC(=O)CCC(=O)N(Cc2ccccc2)C2(C(=O)NC3CCCCC3)CCCC2)no1
    -13% | -1% | 5.5 | 2.3 | 11 | 0.36 | -0.32 | -0.17 | 0.4 | -1.6% | 0.6 | 1301 | -1.0% | -0.13 | 1395 | i | 13
> CCOC(=O)c1c(C)[nH]c(C(=O)N/N=C/c2ccc(Br)cc2)c1C
    14% | 5% | 7.6 | 20 | 53 | 0.038 | -0.11 | -0.16 | -0.63 | -3.2% | 121* | 477* | 2.6% | -0.78 | 813 | i | 58
> COc1ccc(/C(N)=N/OC(=O)Cc2ccc(OC)c(OC)c2)cc1
    -10% | 0% | 2.0 | 1.0 | 7.6 | -1 | -0.17 | -0.51 | 0.53 | -1.1% | 4.3 | 1400 | 4.2% | -1.4 | 766 | i | 3

Continued.
Results follow in this order: P. falciparum M17LAP | P. falciparum M1AAP | MT stabilize HCS | MT stabilize HCS Hoechst-high % | MT stabilize HCS cytotoxicity % | Dynein transport | Dynein transport cytoplasmic EGFP | Dynein transport nuclear GR-EGFP | Dynein transport cell count | ER stress rescue | bCat nuc transl | bCat nuc transl cell count 5 µM | K1F lysis inhibition | Ins promoter up | Ins promoter up cell count | Autophagy HCS | Autophagy HCS cell loss 18 h
> Cn1nc(C(F)(F)F)c(-c2ccccc2)c1NC(=O)c1nccnc1C(=O)O
    5% | -9% | x | x | x | 1.4 | -0.22 | 1.2 | -0.29 | x | -0.6 | 1285 | -1.1% | 1.6 | 945 | x | x
> COC(=O)c1cc(-c2ccc(Br)cc2)on1
    8% | 1% | 5.7 | 2.6 | 4.2 | 0.00065 | -0.049 | 0.32 | -0.66 | -0.8% | x | x | -2.3% | -0.41 | 938 | i | 6
> COc1nc(N)nc(N2CCOCC2)n1
    -11% | 4% | 5.8 | 1.4 | 7.1 | -0.073 | -0.16 | 0.55 | -0.059 | -2.6% | -0.3 | 1244 | 3.6% | -1.6 | 1381 | i | 3
> Cc1nnc(Nc2ccc3c(c2)OCO3)c2ccccc12
    15% | 5% | 4.4 | 3.2 | 8.9 | 0.13 | -0.24 | 0.24 | 0.21 | 0.6% | -6.2 | 1064 | 0.0% | -0.29 | 1123 | i | 6
> CC1(C)CC(=O)CC(C)(C)N1OC(=O)c1ccccn1
    -1% | -5% | 1.7 | 1.7 | 5.3 | -1.2 | -0.26 | -0.64 | 0.77 | -1.3% | 0.4 | 985 | 1.0% | x | x | i | -7
> CCOc1ccc(NC(=O)c2cc(SC)ccc2Cl)cc1
    8% | 6% | 2.5 | 1.4 | 3.9 | 0.16 | -0.16 | 0.15 | 0.35 | 2.0% | -1.3 | 815 | 3.2% | -0.76 | 1295 | i | -2
> CCOC1CCc2c(C)nc(N)nc2S1 (stereo unspecified)
    -5% | -3% | x | x | x | -0.91 | -0.23 | -0.14 | 1 | x | -0.2 | 1329 | 0.0% | 0.72 | 928 | x | x
> Cc1cc(-n2c(C)cc(C(=O)COc3ccc4ccc(=O)oc4c3)c2C)no1
    -36% | 7% | 3.0 | 2.5 | 1.1 | 1 | -0.45 | 0.31 | -0.13 | -1.8% | 1.1 | 1431 | 0.1% | -0.77 | 1522 | i | -2
> Cc1nc2nc(Cc3ccccc3)[nH]n2c(=O)c1Cl
    49% | -2% | 2.3 | 1.6 | 8.5 | -0.66 | -0.24 | -0.4 | 0.85 | -1.7% | 2.5 | 1141 | 0.6% | 2.2 | 1203 | i | -1
> CCC(=O)Nc1ccc(C(=O)CSc2nnc(-c3ccccc3F)n2C2CC2)cc1
    5% | -4% | 3.0 | 3.2 | 7.2 | 0.92 | -0.19 | 0.28 | -0.34 | 1.5% | -0.4 | 1135 | 3.5% | -0.23 | 1494 | i | -8
> OCC1(CCCc2ccccc2)CCN(Cc2cnc(N3CCOCC3)s2)CC1
    1% | 3% | 2.7 | 1.7 | 3.6 | -0.27 | -0.29 | 0.067 | 0.27 | -1.6% | -1.1 | 1018 | -0.4% | -0.29 | 1511 | i | -24
